Screening results as filed in PubChem BioAssay.
Bim-Bcl-W: inhibitors of Bim binding to Bcl-W, primary screen, biochemical, multiplexed, bead-based flow cytometry; Bcl-2-like protein 2 (Homo sapiens), Q92843; Bim peptide-Bcl-W binding; inhibition, % at 10 µM; hit rate 0.02% among 190,000;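 further: 0% = bound tracer without compound and 100% = peptide blocker; higher means less fluorescent Bim peptide bound to Bcl-W beads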
Target sequence (Q92843 whole entry, looked up): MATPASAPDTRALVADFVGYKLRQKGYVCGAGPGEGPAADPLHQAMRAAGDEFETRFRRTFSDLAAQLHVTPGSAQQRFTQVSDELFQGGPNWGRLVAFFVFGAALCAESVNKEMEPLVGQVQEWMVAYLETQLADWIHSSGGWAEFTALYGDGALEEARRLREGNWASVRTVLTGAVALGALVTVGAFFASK
Bim-Bcl-B: inhibitors of Bim-Bcl-B binding, primary screen, biochemical, multiplexed, human Bcl-2 family. Bcl-2-like protein 10 (Homo sapiens), Q9HD36. inhibition, % at 10 µM. bead-based flow cytometry, Bim peptide-Bcl-B binding. hit rate 0.073% among 190,000. AID 951, 2007;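 further: 0% = tracer peptide without compound and 100% = reference inhibitor peptide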
Target sequence (Q9HD36 whole entry, looked up): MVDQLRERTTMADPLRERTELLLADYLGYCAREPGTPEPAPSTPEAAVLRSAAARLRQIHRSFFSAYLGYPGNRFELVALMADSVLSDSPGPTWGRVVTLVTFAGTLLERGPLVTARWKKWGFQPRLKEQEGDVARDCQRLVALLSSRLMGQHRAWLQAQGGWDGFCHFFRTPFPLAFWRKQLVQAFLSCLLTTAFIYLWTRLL
Mcl1-Noxa inh: Mcl-1/Noxa binding inhibitors, primary screen, biochemical, TR-FRET, 1536-well; AID 1022, 2008; Induced myeloid leukemia cell differentiation protein Mcl-1 (Homo sapiens), Q07820; TR-FRET Mcl-1/Noxa peptide binding, 2 h; hit rate 1.5% among 220,000; inhibition, % at 21.7 µM;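 active means compounds that cut the protein-peptide binding signal by more than 50% relative to plate controls in a single-dose test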;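 further: His-tagged Mcl-1 with rhodamine Noxa BH3 peptide and terbium anti-His antibody; 0% = Mcl-1 plus Noxa peptide wells and 100% = peptide-only wells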
RGS4-Gao reg: modulators of RGS4 binding to Galphao, primary screen, biochemical, multiplexed bead flow cytometry; hit rate 0.33% among 220,000; binding response (% of control), % at 10 µM; AID 1415, 2008; actives lie on both sides; in the data active means binding response below about 49% or above about 150%; inactive means in between;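 further: fluorescent Galphao activated with aluminum fluoride binding bead-coupled RGS4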
Target sequence (P09471 whole entry, looked up): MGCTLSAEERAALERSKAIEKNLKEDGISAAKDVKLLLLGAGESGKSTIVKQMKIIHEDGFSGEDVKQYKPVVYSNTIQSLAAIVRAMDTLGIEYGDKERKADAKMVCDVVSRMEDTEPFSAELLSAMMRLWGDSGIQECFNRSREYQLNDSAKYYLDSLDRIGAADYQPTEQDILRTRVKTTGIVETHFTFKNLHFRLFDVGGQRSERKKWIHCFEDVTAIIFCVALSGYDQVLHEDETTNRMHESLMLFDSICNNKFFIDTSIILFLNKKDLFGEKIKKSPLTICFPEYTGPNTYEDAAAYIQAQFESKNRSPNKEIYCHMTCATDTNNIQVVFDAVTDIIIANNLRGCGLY
Bcl-XL Bim block: inhibitors of Bim-Bcl-XL binding, primary screen, biochemical, multiplexed, bead flow cytometry, human Bcl-XL | Bcl-2-like protein 1 (Homo sapiens), Q07817 | Bim peptide-Bcl-XL binding, fluorescence | inhibition, % at 10 µM | hit rate 0.04% among 190,000 | AID 1007, 2008
Target sequence (Q07817 whole entry, looked up): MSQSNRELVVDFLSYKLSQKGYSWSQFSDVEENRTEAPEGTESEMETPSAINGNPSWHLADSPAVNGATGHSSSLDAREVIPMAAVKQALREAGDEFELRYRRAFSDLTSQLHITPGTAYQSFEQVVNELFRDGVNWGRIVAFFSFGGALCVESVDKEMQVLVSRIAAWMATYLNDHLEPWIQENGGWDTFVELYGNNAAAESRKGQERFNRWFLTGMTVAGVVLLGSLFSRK
Bfl-1 Bim block: inhibitors of Bim binding to Bfl-1, primary screen, biochemical, multiplexed, bead-based flow cytometry. Bcl-2-related protein A1 (Homo sapiens), Q16548. Bim-Bfl-1 binding inhibition. inhibition, % at 10 µM. hit rate 0.12% among 190,000. AID 1008, 2008;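 further: 0% = wells without compound plus tracer and 100% = blocker peptide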
Mcl1-Bid inh: Mcl-1/Bid binding inhibitors, primary screen, biochemical, TR-FRET, 1536-well; Induced myeloid leukemia cell differentiation protein Mcl-1 (Homo sapiens), Q07820; TR-FRET Mcl-1/Bid-Dy647 peptide binding; inhibition, % at 21.7 µM; hit rate 0.97% among 220,000; AID 1021, 2008;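 active means compounds that cut the binding signal by more than half at the single screening dose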;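 further: His-tagged Mcl-1 with europium anti-His antibody binding Bid BH3 peptide; 0% = Mcl-1 plus peptide wells and 100% = peptide-only wells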
Mcl-1 Bim block: inhibitors of Bim peptide binding to Mcl-1, primary screen, biochemical, bead-based flow cytometry, multiplex; Induced myeloid leukemia cell differentiation protein Mcl-1 (Homo sapiens), Q07820; Bim peptide-Mcl-1 binding; inhibition, % at 10 µM; hit rate 0.1% among 190,000; AID 1009, 2008;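 further: 0% = no compound tracer wells and 100% = peptide blocker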
RGS8-Gao: RGS8-Galphao binding modulators, primary screen, biochemical, multiplexed bead flow cytometry. actives lie on both sides. response (percent of control binding), % at 10 µM. hit rate 0.34% among 220,000; in the data active means response below about 60% or above about 140%; inactive means in between;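 further: Galphao activated as the GDP aluminium fluoride complex binding bead-coupled RGS8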
Bcl-2 Bim block: inhibitors of Bim-Bcl-2 binding, primary screen, biochemical, multiplexed, human Bcl-2 family. hit rate 0.06% among 190,000. Bead-based flow cytometry, Bim peptide-Bcl-2 binding. inhibition, % at 10 µM. AID 950, 2007. Apoptosis regulator Bcl-2 (Homo sapiens), P10415; in the data active means inhibition above about 40%; inconclusive means no clear call, values can overlap the other calls;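 further: 0% = no compound wells with probe peptide and 100% = reference peptide inhibitor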
RGS7-Gao: RGS7-Galphao binding modulators, primary screen, biochemical, multiplexed bead flow cytometry. hit rate 0.35% among 220,000. actives lie on both sides. binding response (% of control), % at 10 µM; in the data active means binding response below about 49% or above about 150%; inconclusive means no clear call, values can overlap the other calls; inactive means in between;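 further: fluorescent Galphao held in activated GDP-AlF4 state binding bead-coupled RGS7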
Starred values were filed as active, the others as inactive; ? = inconclusive; . = not tested or not shown. Unless noted, no stated cut-off is given here; in the data, active means inhibition above about 40%.

SMILES	Bim-Bcl-W	Bim-Bcl-B	Mcl1-Noxa inh	RGS4-Gao reg	Bcl-XL Bim block	Bfl-1 Bim block	Mcl1-Bid inh	Mcl-1 Bim block	RGS8-Gao	Bcl-2 Bim block	RGS7-Gao
Cc1ccc2[nH]c(=O)c(CN(CCCN(C)C)C(=O)Nc3ccc(Cl)cc3)cc2c1	-1.0	-6.0	1.6	102.4	-3.0	-6.0	-5.5	1.0	104.7	0.0	104.5
O=C(NN1C(=O)/C(=C/C=C/c2ccco2)SC1=S)c1ccncc1	.	.	99.5*	99.0	.	.	26.1	.	96.8	.	?
CCCCN1C(=O)/C(=c2\sc3nc(=O)c(-c4ccccc4)nn3c2=O)c2ccccc21	6.0	-8.0	18.7	104.7	-6.0	0.0	-49.6	-1.0	99.0	1.0	113.8
CCCCNCC(=O)Nc1sc(C)c(C)c1C(=O)OCC	-3.0	-2.0	14.4	102.7	-6.0	-4.0	-12.5	-2.0	108.5	-3.0	106.1
O=S(=O)(c1cccc(NC(=S)N2CCN(c3ccc(F)cc3)CC2)c1)C(F)F	-2.0	-27.0	11.0	96.4	-6.0	-8.0	-83.7	-3.0	99.3	-5.0	101.8
CCOC(=O)C(=CNc1cc(Cl)c(-c2ccco2)c(Cl)c1)C(=O)OCC	.	.	-6.8	97.8	.	.	-36.8	.	101.4	.	?
CS(=O)(=O)N(Cc1ccccc1)c1ccc(C(=O)Nc2ccc3c(c2)OCO3)cc1	-1.0	0.0	3.9	96.5	-1.0	-1.0	-20.2	-1.0	97.8	-2.0	98.8
CCn1c2ccccc2c2cc(NC(C)=O)ccc21	0.0	-1.0	17.7	100.2	-2.0	-1.0	15.8	0.0	102.2	0.0	96.7
O=C(c1ccc(OCC2CCCO2)cc1)N1CCN(c2ccccc2)CC1 (configuration not stated)	4.0	-6.0	2.5	96.6	8.0	-12.0	-25.6	-1.0	97.6	-6.0	97.2
N#Cc1c(C(F)(F)F)cc(-c2ccc(Cl)cc2)[nH]c1=O	0.0	3.0	8.6	99.4	0.0	0.0	-14.7	0.0	99.7	2.0	98.7
COc1ccc(CCNC(=O)c2cnc3ccccn3c2=O)cc1	-3.0	-4.0	9.6	106.6	-3.0	-1.0	-1.1	-3.0	106.1	0.0	107.4
Cc1cc(=O)n2[nH]c(-c3ccccc3)cc2n1	1.0	-7.0	12.2	101.5	-2.0	-13.0	-12.2	3.0	101.6	-2.0	104.5
Cc1cccc(Nc2c([N+](=O)[O-])c(=O)n(C)c3ccccc23)c1	-4.0	-6.0	29.2	98.0	-7.0	-11.0	-13.1	-5.0	98.6	-5.0	98.5
COc1ccc(C2=NOC(C(=O)N3CCOCC3)C2)cc1OC (configuration not stated)	0.0	-7.0	25.5	97.5	-1.0	-9.0	-11.1	-3.0	101.2	-5.0	96.8
Cn1cccc1Cc1nnc(SCC(=O)Nc2ccc(F)cc2F)n1-c1ccc(F)cc1	0.0	1.0	-1.4	102.2	0.0	2.0	-31.4	-2.0	98.8	0.0	101.1
COc1ccc2nc3oc(C(=O)NC4CCN(Cc5ccccc5)CC4)cc3cc2c1	-9.0	-5.0	12.5	105.0	-10.0	-6.0	1.5	-10.0	113.1	-8.0	104.7
CCCCCCOc1ccc(OC(=O)c2cccnc2)cc1	-1.0	-2.0	-8.3	100.5	-5.0	-3.0	-9.0	0.0	101.1	-3.0	101.7
CCc1cc2c(=O)c(-c3nc4ccccc4n3C)c(C(C)C)oc2c(CN2CCN(C)CC2)c1O	-4.0	-10.0	2.8	100.6	-8.0	-21.0	-9.8	-4.0	104.7	-9.0	100.6
Cc1ccc2c(CN3CCCc4ccccc43)cc(=O)oc2c1C	0.0	-9.0	-17.5	105.5	-3.0	-5.0	-16.8	0.0	102.8	-12.0	110.2
CC(=O)Nc1nnc(CCS(=O)(=O)c2ccc(Cl)cc2)s1	-3.0	-4.0	11.1	100.4	-3.0	0.0	16.6	-3.0	102.5	-2.0	?
O=C(Nc1nnc(SCc2ccc(F)cc2)s1)c1cnccn1	3.0	0.0	-8.0	94.2	-2.0	4.0	-30.1	1.0	98.0	4.0	?
Cc1ccc(-n2c(C)cc(/C=N/NC(=O)c3ccncc3)c2C)cc1C	2.0	0.0	10.4	96.8	1.0	-1.0	-20.9	3.0	99.2	-1.0	105.4
CS(=O)(=O)N1CCCC(C(=O)NCCCN2CCN(Cc3ccccc3)CC2)C1 (configuration not stated)	0.0	-11.0	19.1	99.8	-7.0	-13.0	-45.1	-5.0	100.5	-12.0	95.7
Cc1[nH]c2ccccc2c1/C=C/c1nc2ccccc2c(=O)n1-c1cccc([N+](=O)[O-])c1	-4.0	-5.0	30.4	99.9	-4.0	5.0	13.5	-4.0	101.7	0.0	100.8
COc1cc(/C=c2\s/c(=C(/C#N)C(=O)N3CCCC3)n(-c3ccccc3)c2=O)ccc1O	2.0	-7.0	11.4	91.6	-3.0	-5.0	-3.8	3.0	97.3	0.0	96.1
CC(NC(=O)c1ccc(Cl)s1)C1CCCO1 (configuration not stated)	1.0	-2.0	6.0	95.8	-1.0	-6.0	-3.9	1.0	99.2	-4.0	99.2
Cc1cccc(OCc2nc3c4c(ncn3n2)-c2ccccc2CC42CCCC2)c1	-6.0	-5.0	6.9	99.6	-2.0	-15.0	-26.4	-5.0	98.9	-10.0	95.0
CSc1cc(-c2ccc(Cl)cc2)c(C(=O)NC(C)C)s1	-3.0	-5.0	-10.4	100.5	-11.0	-4.0	-3.1	-5.0	100.5	-5.0	97.6
CCN(CC)S(=O)(=O)c1cc(NC(=O)Cn2cnc3ccccc3c2=O)ccc1C	-3.0	-1.0	17.6	94.2	0.0	-6.0	-0.6	0.0	99.3	0.0	96.8
O=C(O)C1CCCCC1C(=O)Nc1nccs1 (configuration not stated)	-1.0	-10.0	-4.3	101.8	-10.0	-21.0	1.7	-9.0	98.9	-15.0	99.8
COc1ccccc1Oc1nc(-c2cccnc2)nc2ccccc12	-1.0	-4.0	6.0	103.6	-2.0	-7.0	-4.4	-1.0	106.7	-4.0	103.2
O=[N+]([O-])c1cc(S(=O)(=O)N2CCCC2)ccc1N/N=C1/CCCc2ccccc21	-1.0	-1.0	26.1	97.7	-3.0	0.0	-13.5	-3.0	99.6	1.0	99.9
COc1cccc(NC(=O)CSc2nc3ccccc3c(=O)n2Cc2cccs2)c1	-2.0	-3.0	20.7	94.1	0.0	1.0	7.7	-1.0	80.0	0.0	94.1
CCSc1nnc(NC(=O)c2ccco2)s1	0.0	0.0	17.1	101.7	-2.0	2.0	0.9	0.0	98.5	0.0	98.9
C1CCC2=NCCCN2CC1	0.0	-8.0	2.9	103.9	-12.0	-11.0	-7.5	1.0	104.6	-11.0	102.7
CCOC(=O)C1(Cc2cccc(OC)c2)CCCN(Cc2c(C)nn(C(C)C)c2C)C1 (configuration not stated)	.	.	-9.5	97.0	.	.	-11.2	.	95.9	.	?
O=C(COC(=O)c1ccc(Cl)c(S(=O)(=O)N2CCCC2)c1)NC1CCCC1	-1.0	-7.0	-2.2	105.3	-4.0	-8.0	-2.1	-2.0	101.5	-11.0	99.6
COc1ccccc1OCCn1cc(/C=N/NC(=O)c2ccncc2)c2ccccc21	.	.	26.9	107.9	.	.	-17.1	.	105.9	.	?
CS(=O)(=O)Nc1ccc(C(=O)NCc2ccco2)cc1	-2.0	0.0	20.8	89.5	-19.0	-1.0	-26.8	-1.0	85.3	-2.0	88.9
O=C(Cc1cccs1)NCCn1ccc2ccccc21	-2.0	-8.0	0.3	100.0	-6.0	-5.0	-46.1	0.0	102.7	-2.0	97.9
Cn1c(=O)c2c(ncn2CC(=O)N/N=C/C=C/c2ccco2)n(C)c1=O	.	.	6.5	101.2	.	.	-16.5	.	99.8	.	?
CCOC(=O)N1CCN(C(=O)c2cccc(-n3c(=S)[nH]c4cc(Cl)ccc4c3=O)c2)CC1	-4.0	-14.0	0.7	103.2	-9.0	-10.0	-22.6	-7.0	99.8	-12.0	103.7
CCCCC(=O)Nc1cccc(C(=O)N/N=C/c2ccc(OC)cc2OC)c1	0.0	-2.0	24.3	83.6	0.0	3.0	-1.7	0.0	84.2	1.0	83.1
C=CSc1sc(Cl)c(N(C)C)c1[N+](=O)[O-]	0.0	-10.0	15.8	93.8	-4.0	-1.0	-22.8	-2.0	96.8	-3.0	96.0
O=C1Nc2cc(Cl)c(Cl)cc2N(O)N1c1ccccc1Cl	4.0	3.0	19.4	108.5	-2.0	-1.0	-27.6	7.0	104.3	4.0	101.9
Cc1ccc2c(N)c(C)ccc2c1	-4.0	-3.0	2.9	99.5	-1.0	-6.0	-38.0	0.0	98.2	-3.0	102.0
N/C(=N\OC(=O)c1ccc(Cl)cc1[N+](=O)[O-])c1cccnc1	.	.	-25.4	104.7	.	.	-0.4	.	102.5	.	?
N#Cc1ccsc1NC(=O)COC(=O)c1ccc2ccccc2c1	1.0	2.0	31.7	101.5	5.0	11.0	-19.2	-1.0	103.6	8.0	101.3
CC(C)(C)c1nnc(NC(=O)c2cccnc2Cl)s1	-1.0	-6.0	18.6	101.1	-2.0	-3.0	-39.5	2.0	98.6	-4.0	100.0
O=C(CCCCl)NC(=S)Nc1ccc(CN2CCOCC2)cc1	.	.	18.3	96.4	.	.	-21.0	.	101.3	.	?
Cc1onc(-c2ccccc2Cl)c1C(=O)N1CCN(c2cccc(Cl)c2)CC1	0.0	-4.0	-10.2	100.5	0.0	-6.0	-13.7	0.0	101.1	-8.0	101.4
COC(=O)c1ccccc1NC(=O)/C=C/c1ccco1	-4.0	-11.0	2.4	93.9	-5.0	-1.0	-2.0	-6.0	97.0	-5.0	94.1
CC(=O)c1c(C)n(CC(=O)NCc2ccco2)c2ccccc12	-1.0	-8.0	-11.0	98.3	-5.0	-7.0	-3.3	-4.0	99.0	-7.0	?
COc1ccc(/C=C/C(=O)NNc2cc(=O)n(C)c(=O)n2C)cc1OC	.	.	-14.8	101.7	.	.	-38.2	.	100.7	.	?
Brc1cccc(CNCc2cccs2)c1	-2.0	-2.0	-2.0	100.0	-4.0	-1.0	-96.5	-4.0	104.4	-4.0	107.8
